Screening data from PubChem BioAssay.
CF NFkB block – inhibitors of cystic fibrosis induced NF-kB | KKLEB NF-kB-GFP reporter, PAF-induced, GFP fluorescence overnight | inhibition, % at 5 µM | actives 0.86% (n = 360,000);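 active means at least 50% inhibition at 5 µM, scaled per plate between neutral and stimulator controls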;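 further: PAF is a Pseudomonas aeruginosa culture filtrate used as stimulus; plate controls were PAF-stimulated DMSO wells for no effect and unstimulated DMSO wells for full effect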
Shn3 inh set2 – inhibitors of Schnurri-3 3'UTR reporter in osteoblasts; AID 588674; actives 0.52% (n = 360,000); Clone20 osteoblast Shn3 3'UTR firefly luciferase, 24 h; inhibition, % at 12.5 µM;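 active means mean inhibition of at least 75% with every replicate also reaching 75%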;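 further: 0% = median of neutral control wells and 100% = pilot-screen positive control compound; some compounds past the cut are filed as inactive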
hiPSC survival – hiPSC single-cell survival enhancement; ATPlite luminescence; 100% = ROCK inhibitor wells, 0% = DMSO; survival enhancement, % at 20 µM; actives 0.044% (n = 360,000); in the data active means survival enhancement above about 18%;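 further: cells exposed to compounds for 16 hours before the ATP read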
NR2E3 ag-1 – agonists of human NR2E3 nuclear receptor; actives 0.35% (n = 360,000); AID 602229; inhibition of corepressor binding, % at 3.98 µM; CHO-S Gal4-NCOR/VP16-NR2E3 two-hybrid, luciferase;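 active means inhibition above the mean of all tested compounds plus 3 SD, cut at about 70% in these data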;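 further: 0% = DMSO with NR2E3 transfected cells and 100% = cells lacking NR2E3 construct; higher means lower luciferase signal from less NR2E3 corepressor binding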
Target sequence (Q9Y5X4 whole entry, looked up, the tested form may be a part): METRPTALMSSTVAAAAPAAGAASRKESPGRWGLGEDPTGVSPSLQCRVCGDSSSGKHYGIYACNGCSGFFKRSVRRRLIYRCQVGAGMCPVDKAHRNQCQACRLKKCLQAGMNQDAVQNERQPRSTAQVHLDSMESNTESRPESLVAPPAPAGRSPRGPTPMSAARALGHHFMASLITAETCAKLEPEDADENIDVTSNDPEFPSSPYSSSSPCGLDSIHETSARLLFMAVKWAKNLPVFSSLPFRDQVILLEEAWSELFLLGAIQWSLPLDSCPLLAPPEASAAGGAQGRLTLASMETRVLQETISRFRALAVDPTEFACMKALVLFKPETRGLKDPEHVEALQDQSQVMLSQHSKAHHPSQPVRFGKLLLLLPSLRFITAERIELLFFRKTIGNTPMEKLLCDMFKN
TRAIL sens C8 – sensitizes caspase-8 expressing cells to TRAIL; NB7+C8 cells + TRAIL, ATPlite viability luminescence; inhibition (viability loss, TRAIL sensitization), % at 10 µM; actives 1% (n = 360,000);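 active means compounds causing at least 50% loss of cell viability in the single-dose screen, relative to plate controls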
KKLEB cytotox – reduces viability of KKLEB cystic fibrosis airway cells; AID 602141; actives 0.36% (n = 360,000); KKLEB CF airway cells viability, ATPlite luminescence, overnight; hits give low values; cells stimulated with P. aeruginosa culture filtrate; activity change (cytotoxicity), % at 5 µM;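 active means corrected activity change at or below -50% at 5 µM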
MITF TRPM1 inh – reduces MITF-dependent TRPM1 promoter luciferase signal | SK-MEL-5 TRPM1 promoter luciferase, 24 h | inhibition, % at 12.5 µM | actives 0.83% (n = 330,000) | AID 488899;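 active means mean inhibition across replicates of 60% or more, whatever share of single replicates reaches that level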; further: values of inactives mirror those of a sister screen read the other way
LMP1 NFkB inh – Epstein-Barr LMP1 NF-kappaB reporter inhibition. LMP1-induced NF-kappaB luciferase reporter cells, luminescence. inhibition, % at 12.5 µM. actives 0.69% (n = 350,000). AID 504558; in the data active means inhibition above about 41%;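 further: 0% = neutral control wells and 100% = reference inhibitor control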
HIF-2a inh – HIF-2a inhibition; inhibition, % at 18.8 µM; actives 0.72% (n = 360,000); 786-0 RCC cells HIF-2a reporter, luciferase luminescence, overnight; AID 624352;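 active means inhibition of the luminescence signal of 40% or more relative to plate controls, in a single-dose primary screen at 18.75 µM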
NR2E3 ag-2 – NR2E3 (human) agonism; inhibition of corepressor binding, % at 4.78 µM; Q9Y5X4; actives 0.12% (n = 320,000); AID 2300; GST-NR2E3/biotin-RetCOR TR-FRET, 1536-well;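 active means percent inhibition above the cutoff of mean plus 3 SD of all tested compounds, set per screening campaign, cut at about 20% in these data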;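 further: 0% = DMSO wells and 100% = biotin wells as full block of FRET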
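System: GST-tagged NR2E3 plus biotinylated RetCOR corepressor; Amount: 1.35 nM GST-tagged NR2E3 final; Dosing: single nominal compound dose of 4.8 µM; Schedule: 5 h incubation at 4 °C; Technique: TR-FRET with europium anti-GST and streptavidin-D2, 340 nm excitation; Controls: biotin wells as high control, 0.6% DMSO wells as low control.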
Peg3 prom inh – reduces Peg3 promoter-driven luciferase expression in HeLa. HeLa PEG-Prom luciferase reporter, luminescence, overnight. inhibition, % at 20 µM. actives 1.7% (n = 360,000). AID 588405;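 active means inhibition of at least 50% at 20 µM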
An asterisk follows results filed as active. This is a subset, so the mix of outcomes need not match the whole.

How did N#Cc1nc(Cc2ccccc2)oc1NCc1ccccc1 do in these assays?
CF NFkB block: -5; Shn3 inh set2: -24; hiPSC survival: 1.1; NR2E3 ag-1: -48; TRAIL sens C8: -4; KKLEB cytotox: 7; MITF TRPM1 inh: -16; LMP1 NFkB inh: -9; HIF-2a inh: -93; NR2E3 ag-2: -1; Peg3 prom inh: -41

What do the screens show for `CN(CCc1ccccn1)C(=O)c1ccc(OC2CCN(Cc3ccccn3)CC2)cc1`?
CF NFkB block: -6; Shn3 inh set2: 1; hiPSC survival: -0.4; NR2E3 ag-1: 9; TRAIL sens C8: 12; KKLEB cytotox: 6; MITF TRPM1 inh: -5; LMP1 NFkB inh: 1; HIF-2a inh: -1; Peg3 prom inh: 7

Results for CCOC(=O)c1cnc(SCc2nc(N)nc(Nc3ccc(F)cc3)n2)nc1N ?
CF NFkB block: -10; Shn3 inh set2: -14; hiPSC survival: 1.4; NR2E3 ag-1: -3; TRAIL sens C8: 13; KKLEB cytotox: -6; MITF TRPM1 inh: -29; LMP1 NFkB inh: -11; HIF-2a inh: -34; NR2E3 ag-2: -2; Peg3 prom inh: -11

Results for O=C(CCN1C(=O)c2ccccc2C1=O)NCCC1=CCCCC1 ?
CF NFkB block: 13; Shn3 inh set2: -8; hiPSC survival: 1.1; NR2E3 ag-1: 0; TRAIL sens C8: -12; KKLEB cytotox: -5; MITF TRPM1 inh: -9; LMP1 NFkB inh: -1; HIF-2a inh: -26; NR2E3 ag-2: 4; Peg3 prom inh: -8

How did Nc1ccc(S(=O)(=O)N2CCOCCOCCOCCOCCOCC2)cc1 do in these assays?
CF NFkB block: -1; Shn3 inh set2: -5; hiPSC survival: -0.3; NR2E3 ag-1: -1; TRAIL sens C8: -2; KKLEB cytotox: -1; MITF TRPM1 inh: -3; LMP1 NFkB inh: -2; HIF-2a inh: 18; NR2E3 ag-2: 2; Peg3 prom inh: 10

Results for COC(=O)Cc1cc(C)cc2c(=O)cc(-c3ccoc3)oc12 ?
CF NFkB block: 14; hiPSC survival: 0.3; NR2E3 ag-1: -12; TRAIL sens C8: 1; KKLEB cytotox: -11; HIF-2a inh: 8; NR2E3 ag-2: 3; Peg3 prom inh: 3

What do the screens show for `Cc1ccc(N=Nc2c(N)nn3c(C)cc(C)nc23)cc1`?
CF NFkB block: -35; Shn3 inh set2: -34; hiPSC survival: 0.5; NR2E3 ag-1: -48; TRAIL sens C8: -6; KKLEB cytotox: 15; MITF TRPM1 inh: -34; LMP1 NFkB inh: -10; HIF-2a inh: -58; NR2E3 ag-2: -4; Peg3 prom inh: -69

How did CCOc1ccccc1N(C)C(=O)c1nn(-c2ccc(OC)cc2OC)c(=O)c2ccccc12 do in these assays?
CF NFkB block: -8; Shn3 inh set2: 8; hiPSC survival: -1.2; NR2E3 ag-1: -15; TRAIL sens C8: -16; KKLEB cytotox: 4; MITF TRPM1 inh: -3; LMP1 NFkB inh: -3; HIF-2a inh: 13; NR2E3 ag-2: -2; Peg3 prom inh: 9

Results for COc1ccccc1S(=O)(=O)N(C)C[C@H]1OCc2cn(nn2)CCCC(=O)N([C@H](C)CO)C[C@@H]1C ?
CF NFkB block: 21; Shn3 inh set2: -15; hiPSC survival: -0.5; NR2E3 ag-1: -24; TRAIL sens C8: -17; KKLEB cytotox: 3; LMP1 NFkB inh: -6; HIF-2a inh: -1; Peg3 prom inh: -2

Results for CCOc1ccc(S(=O)(=O)NCCC(=O)N2CCCN(C)CC2)cc1 ?
CF NFkB block: -26; Shn3 inh set2: -1; hiPSC survival: -0.1; NR2E3 ag-1: 3; TRAIL sens C8: -8; KKLEB cytotox: 12; MITF TRPM1 inh: 3; LMP1 NFkB inh: -2; HIF-2a inh: -2; NR2E3 ag-2: 0; Peg3 prom inh: 15

What do the screens show for `CCOc1cc(C2C(C(=O)c3ccco3)=C(O)C(=O)N2CCc2ccccc2)ccc1O` (configuration not stated)?
CF NFkB block: 7; Shn3 inh set2: 0; hiPSC survival: -0.5; NR2E3 ag-1: -19; TRAIL sens C8: -8; KKLEB cytotox: 0; MITF TRPM1 inh: -1; LMP1 NFkB inh: 5; HIF-2a inh: 6; NR2E3 ag-2: 6; Peg3 prom inh: 12

How did COc1ccc(N2C(=O)c3ccc(C(=O)Nc4ccccc4OC)cc3C2=O)cc1 do in these assays?
CF NFkB block: -2; Shn3 inh set2: 0; hiPSC survival: -0.6; NR2E3 ag-1: 16; TRAIL sens C8: -8; KKLEB cytotox: -6; MITF TRPM1 inh: 1; LMP1 NFkB inh: 0; HIF-2a inh: 3; NR2E3 ag-2: 0; Peg3 prom inh: 0

The closing 3 entries of the part above come first, to join the parts.
Results for CCOc1ccc(S(=O)(=O)NCCC(=O)N2CCCN(C)CC2)cc1 ?
CF NFkB block: -26; Shn3 inh set2: -1; hiPSC survival: -0.1; NR2E3 ag-1: 3; TRAIL sens C8: -8; KKLEB cytotox: 12; MITF TRPM1 inh: 3; LMP1 NFkB inh: -2; HIF-2a inh: -2; NR2E3 ag-2: 0; Peg3 prom inh: 15

What do the screens show for `CCOc1cc(C2C(C(=O)c3ccco3)=C(O)C(=O)N2CCc2ccccc2)ccc1O` (configuration not stated)?
CF NFkB block: 7; Shn3 inh set2: 0; hiPSC survival: -0.5; NR2E3 ag-1: -19; TRAIL sens C8: -8; KKLEB cytotox: 0; MITF TRPM1 inh: -1; LMP1 NFkB inh: 5; HIF-2a inh: 6; NR2E3 ag-2: 6; Peg3 prom inh: 12

How did COc1ccc(N2C(=O)c3ccc(C(=O)Nc4ccccc4OC)cc3C2=O)cc1 do in these assays?
CF NFkB block: -2; Shn3 inh set2: 0; hiPSC survival: -0.6; NR2E3 ag-1: 16; TRAIL sens C8: -8; KKLEB cytotox: -6; MITF TRPM1 inh: 1; LMP1 NFkB inh: 0; HIF-2a inh: 3; NR2E3 ag-2: 0; Peg3 prom inh: 0

What do the screens show for `COc1cccc(-c2nnc(Nc3nc4c(F)cccc4s3)o2)c1`?
CF NFkB block: 0; Shn3 inh set2: -64; hiPSC survival: -3.3; NR2E3 ag-1: -59; TRAIL sens C8: 71*; KKLEB cytotox: -14; MITF TRPM1 inh: -33; LMP1 NFkB inh: -16; HIF-2a inh: -241; NR2E3 ag-2: 3; Peg3 prom inh: -155

How did COC(=O)c1sc(S(=O)(=O)N2CCN(c3ccc(OC)cc3)CC2)c(C(=O)OC)c1C do in these assays?
CF NFkB block: -4; Shn3 inh set2: 14; hiPSC survival: 0.4; NR2E3 ag-1: -23; TRAIL sens C8: 5; KKLEB cytotox: -5; MITF TRPM1 inh: 6; LMP1 NFkB inh: 2; HIF-2a inh: 2; NR2E3 ag-2: -2; Peg3 prom inh: 13

What do the screens show for `CCS(=O)(=O)c1nc(S(=O)(=O)c2ccc(Cl)cc2)c(NCc2ccco2)s1`?
CF NFkB block: -3; Shn3 inh set2: 4; hiPSC survival: -2.9; NR2E3 ag-1: -19; TRAIL sens C8: -5; KKLEB cytotox: 13; MITF TRPM1 inh: 8; LMP1 NFkB inh: -7; HIF-2a inh: 12; NR2E3 ag-2: -5; Peg3 prom inh: 8

What do the screens show for `COc1ccc(CNC(=O)C(c2ccco2)N(C(=O)Cc2cccs2)c2cccnc2)cc1` (configuration not stated)?
CF NFkB block: 15; Shn3 inh set2: -3; hiPSC survival: 2.3; NR2E3 ag-1: 12; TRAIL sens C8: 1; KKLEB cytotox: -4; MITF TRPM1 inh: -3; LMP1 NFkB inh: 9; HIF-2a inh: 10; NR2E3 ag-2: 1; Peg3 prom inh: 15

What do the screens show for `CCn1cc(S(=O)(=O)NCCc2ccc(F)cc2)cn1`?
CF NFkB block: -9; Shn3 inh set2: -4; hiPSC survival: -0.3; NR2E3 ag-1: -13; TRAIL sens C8: -17; KKLEB cytotox: -1; MITF TRPM1 inh: -3; LMP1 NFkB inh: 1; HIF-2a inh: -22; NR2E3 ag-2: 3; Peg3 prom inh: -14

What do the screens show for `Cn1nnc(NC(=O)c2ccc(C(C)(C)C)cc2)n1`?
CF NFkB block: 8; Shn3 inh set2: -91; hiPSC survival: -3.7; NR2E3 ag-1: -12; TRAIL sens C8: 55*; KKLEB cytotox: 0; MITF TRPM1 inh: -47; LMP1 NFkB inh: -8; HIF-2a inh: -145; NR2E3 ag-2: 1; Peg3 prom inh: -176

How did CN(C)C(=O)c1cc(C(=O)c2ccccc2C(F)(F)F)c[nH]1 do in these assays?
CF NFkB block: 11; Shn3 inh set2: 16; hiPSC survival: 1.9; NR2E3 ag-1: 17; TRAIL sens C8: 3; KKLEB cytotox: -1; MITF TRPM1 inh: 8; LMP1 NFkB inh: 4; HIF-2a inh: 0; NR2E3 ag-2: -1; Peg3 prom inh: -20

What do the screens show for `CCCCOc1ccc(CSc2n[nH]c(C)n2)cc1`?
CF NFkB block: 17; Shn3 inh set2: -42; hiPSC survival: -1.6; NR2E3 ag-1: -42; TRAIL sens C8: 15; KKLEB cytotox: -10; MITF TRPM1 inh: -92; LMP1 NFkB inh: -9; HIF-2a inh: -207; NR2E3 ag-2: 2; Peg3 prom inh: -130

How did CC(C)C(=O)OCc1cn(-c2ccc(Cl)c(Cl)c2)nn1 do in these assays?
CF NFkB block: 6; Shn3 inh set2: -5; hiPSC survival: -0.2; NR2E3 ag-1: -26; TRAIL sens C8: 2; KKLEB cytotox: -6; MITF TRPM1 inh: -1; LMP1 NFkB inh: -1; HIF-2a inh: 10; NR2E3 ag-2: 1; Peg3 prom inh: 10

How did C[C@H]1CN[C@H](CCO)/C1=C\c1ccccc1 do in these assays?
CF NFkB block: -28; Shn3 inh set2: -13; hiPSC survival: -1.0; NR2E3 ag-1: -25; TRAIL sens C8: 3; KKLEB cytotox: 7; MITF TRPM1 inh: -8; LMP1 NFkB inh: -2; HIF-2a inh: -13; Peg3 prom inh: 3

Results for COc1cc(C(CC(=O)N2CCCC2)c2c(OC)cc(OC)c3ccc(=O)oc23)cc(OC)c1OC (configuration not stated) ?
CF NFkB block: -6; Shn3 inh set2: -1; hiPSC survival: -2.1; NR2E3 ag-1: 6; TRAIL sens C8: 2; KKLEB cytotox: -6; MITF TRPM1 inh: -2; LMP1 NFkB inh: -5; HIF-2a inh: 5; NR2E3 ag-2: 2; Peg3 prom inh: 2

How did CC(C)(C)NC(=O)C1Cc2ccccc2CN1C(=O)Nc1ccccc1Cl (configuration not stated) do in these assays?
CF NFkB block: 0; Shn3 inh set2: 14; hiPSC survival: 10; NR2E3 ag-1: -6; TRAIL sens C8: -12; KKLEB cytotox: -1; MITF TRPM1 inh: 10; LMP1 NFkB inh: 3; HIF-2a inh: 7; NR2E3 ag-2: 0; Peg3 prom inh: 4
